Screening results: PubChem, several laboratories
ADAM17 inh = ADAM17 inhibition, QFRET primary screen. inhibition, % at 6.95 µM. recombinant ADAM17, EDANS/DABCYL FRET peptide cleavage. P78536. 370,000 tested, 0.83% active;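 active means inhibition above the mean of compounds lying between control limits plus 3 SD, set per campaign, cut at about 8.5% in these data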;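 further: 0% = DMSO-only wells as the low control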
Target sequence (P78536 215-824 limits assumed): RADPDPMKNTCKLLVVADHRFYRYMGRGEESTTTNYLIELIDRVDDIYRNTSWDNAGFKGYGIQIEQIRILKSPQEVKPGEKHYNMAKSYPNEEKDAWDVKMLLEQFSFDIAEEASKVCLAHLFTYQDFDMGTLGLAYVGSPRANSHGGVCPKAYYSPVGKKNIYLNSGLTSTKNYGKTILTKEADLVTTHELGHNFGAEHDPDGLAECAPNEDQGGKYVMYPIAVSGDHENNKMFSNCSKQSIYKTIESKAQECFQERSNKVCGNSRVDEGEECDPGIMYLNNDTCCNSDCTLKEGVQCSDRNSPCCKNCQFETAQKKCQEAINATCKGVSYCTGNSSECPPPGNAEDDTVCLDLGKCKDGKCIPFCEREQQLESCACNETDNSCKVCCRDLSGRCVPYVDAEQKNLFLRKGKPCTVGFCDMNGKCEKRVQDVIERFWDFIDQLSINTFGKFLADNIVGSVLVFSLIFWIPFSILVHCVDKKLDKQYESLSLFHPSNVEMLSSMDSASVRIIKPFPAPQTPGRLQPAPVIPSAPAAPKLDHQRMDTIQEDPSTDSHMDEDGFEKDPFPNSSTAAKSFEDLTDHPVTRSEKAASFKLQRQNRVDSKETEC
PG9 binder = PG9 antibody binding by small molecule; TR-FRET gp120-PG9 antibody binding; 360,000 tested, 0.43% active; inhibition, % at 6.7 µM; in the data active means inhibition above about 8.5%
ADAM10 inh = ADAM10 inhibition, QFRET primary screen | O14672 | 370,000 tested, 0.62% active | inhibition, % at 7 µM | recombinant ADAM10, EDANS/DABCYL FRET peptide cleavage, 3 h;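 active means inhibition above a per-campaign cutoff equal to the mean of compounds falling between control-based bounds plus 3 SD, cut at about 20% in these data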;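 further: 0% = DMSO wells while the 100% control is not disclosed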
ssDAF-12 act = activates DAF-12 receptor from parasite S. stercoralis. HEK293 ssDAF-12/GRIP1 lit1-tk-luc reporter, luminescence; % of 3 µM dafachronic acid response. activation, % at 6.8 µM. 370,000 tested, 1% active;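 active means activation above the mean over all tested compounds plus 3 SD, cut at about 0.9% in these data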;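 further: 0% = DMSO-only wells and 100% = 3 µM delta7-dafachronic acid wells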
SMARCA2 activ = SMARCA2 function activation, primary screen. MG213 cells, MMTV-luciferase reporter, dexamethasone, overnight. activation, % at 9.1 µM. 370,000 tested, 1% active. AID 652017; in the data active means activation above about 7.8%;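 further: 0% = vehicle wells and 100% = reference activator wells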
hcDAF12 agonist = activates DAF-12 receptor from parasite H. contortus; 370,000 tested, 1.4% active; activation, % at 6.8 µM; HEK293 hcDAF-12 lit1-tk-luc reporter, luminescence; 0% DMSO, 100% Δ7-dafachronic acid;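 active means activation above the mean of all tested compounds plus 3 SD, cut at about 5.5% in these data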;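 further: 100% = response to 3 µM Δ7-dafachronic acid high control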
NPR1 activator = GC-A (human) enzyme activation; activation, % at 10 µM; P16066; HEK293 GC-A cells, cGMP TR-FRET, EC30 ANP; 0% at EC30 ANP, 100% saturating ANP; 370,000 tested, 0.14% active; in the data active means activation above about 40%
hgDAF-12 ag = agonists of H. glycines DAF-12 nuclear receptor; HEK293 GAL4-hgDAF12 UAS-luciferase reporter, agonist luminescence; normalized to butyrate control; activation, % at 6.8 µM; 370,000 tested, 1.8% active; AID 687014;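 active means activation above a cutoff set at the mean of all screened compounds plus 3 SD, cut at about 10% in these data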;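 further: 0% = DMSO wells and 100% = sodium butyrate wells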
DAX1 inh-1 = inhibitors of human orphan nuclear receptor DAX1 (NR0B1); P51843; 340,000 tested, 0.99% active; AID 504766; HEK293 Gal4-DAX1 luciferase reporter, luminescence; inhibition, % at 6.75 µM;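 active means inhibition above the mean over all tested compounds plus 3 SD, cut at about 4.2% in these data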;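 further: 0% = DAX1-transfected cells with DMSO and 100% = empty-vector control cells with DMSO; inhibition shows as a rise in luminescence from relieved DAX1 repression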
GAA850 FXN act = activators of GAA850 frataxin (FXN) promoter; 360,000 tested, 0.56% active; HEK293 lucGAA850 FXN promoter luciferase reporter, 24 h; percent of 10 µM SAHA response; activation, % at 6 µM;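 active means activation above the average of all compounds screened plus 3 SD, cutoff fixed separately per campaign, cut at about 7.5% in these data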;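 further: 0% = DMSO wells and 100% = 10 µM SAHA wells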
DAX1 inh-2 = blocks DAX1 repression of SF-1 activated StAR promoter; HEK293T StAR-luciferase reporter, SF-1/DAX-1 repression relief; AID 652010; inhibition, % at 6.8 µM; 370,000 tested, 1.1% active;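 active means inhibition above the mean over all tested compounds plus 3 SD, cut at about 3.6% in these data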;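 further: 0% = DAX-1 cells with DMSO and 100% = cells lacking DAX-1 with DMSO; higher inhibition means more luminescence from relief of DAX-1 repression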
The depositor's hits bear a star. Outcome played no part in choosing rows; 6.8% or so of the library scored in one or more.

The line under a structure holds: ADAM17 inh | PG9 binder | ADAM10 inh | ssDAF-12 act | SMARCA2 activ | hcDAF12 agonist | NPR1 activator | hgDAF-12 ag | DAX1 inh-1 | GAA850 FXN act | DAX1 inh-2
- Cc1onc(-c2ccccc2)c1C(=O)N1CCN(CCc2ccccc2)CC1
    -2.8 | -0.9 | -2.3 | -1.5 | -1.8 | -1.5 | 1.0 | -1.4 | 0.0 | -3.8 | 0.5
- CCCCOC(=O)NC1CCS(=O)(=O)C1 (stereo not drawn)
    1.6 | 0.0 | 0.9 | -1.1 | -2.5 | -0.2 | 4.5 | -1.2 | -1.0 | 2.2 | 0.1
- CC(C)C(NC(=O)C1CCCCC1)C(=O)Nc1ccccn1 (stereo not drawn)
    -3.0 | -2.0 | 0.1 | -1.0 | -0.1 | -1.0 | 1.3 | -1.3 | 1.0 | -0.9 | 0.0
- C/C(CC1CC(COCC(C)C)OC1=O)=N\NC(N)=S (stereo not drawn)
    1.3 | -1.0 | 0.2 | 0.0 | -1.4 | -1.1 | 3.4 | 3.8 | -1.2 | -1.3 | -1.0
- CCOC(=O)c1c(C)nc2ccccc2c1C
    -0.7 | -0.4 | 4.7 | -0.9 | 0.9 | -1.7 | 2.2 | -0.3 | -0.2 | 3.4 | 0.0
- O=C(Nc1nnc(CCN2CCOCC2)s1)c1ccccc1
    0.3 | -1.5 | 4.4 | -0.9 | 0.1 | 1.1 | 3.5 | 2.9 | 0.7 | 1.5 | -0.4
- COc1ccc(C2COc3cc(O)ccc3C2)c(OC)c1O (stereo not drawn)
    -4.0 | -1.4 | -17.2 | -1.8 | 1.2 | -2.2 | 2.9 | 1.2 | -0.9 | -2.2 | -0.5
- O=C(Nc1cccc([N+](=O)[O-])c1)c1ccc2nsnc2c1
    1.9 | -0.2 | 3.8 | -1.3 | 3.2 | -1.3 | 2.2 | -0.9 | 0.9 | 0.5 | -1.6
- CN1CC(=O)N(CC(=O)Nc2cccc(S(=O)(=O)N3CCOCC3)c2)C1=O
    -0.3 | -0.7 | -11.3 | -1.1 | -2.1 | 1.6 | 1.5 | 0.1 | 0.0 | 2.3 | -0.2
- O=C(O)C1CCCN1S(=O)(=O)c1ccc2ccccc2c1 (stereo not drawn)
    2.1 | 1.6 | 4.2 | -1.1 | 3.8 | 0.2 | 3.7 | -1.6 | 1.1 | 1.9 | 0.1
- COc1ccc2[nH]c(C(=O)N3CCC(n4nccc4NC(=O)C4CC4)CC3)c(C)c2c1
    -9.1 | -0.4 | -20.4 | -0.5 | -1.5 | -1.3 | -0.6 | 0.5 | 0.0 | 1.5 | -0.2
- CN(C)c1ccnc(-n2cccc2/C=N/OCc2ccc(F)cc2Cl)c1C#N
    0.1 | -2.0 | 5.2 | -1.2 | 0.2 | -2.0 | -3.0 | -3.7 | 0.3 | -0.5 | -0.1
- CCOc1ccc(NC(=O)c2ccc(Cn3nc(C)cc3C)o2)cc1
    -0.9 | -1.6 | 2.1 | -1.1 | -3.6 | -2.1 | 0.5 | -3.8 | -0.4 | -1.8 | -1.0
- COc1ccccc1/C=N/NC(=O)c1cc2c(OC)c(OC)ccc2[nH]1
    -0.8 | -3.4 | 13.4 | 0.0 | 3.9 | -2.0 | -2.8 | -5.3 | -1.5 | -3.0 | -0.8
- CCC(=O)NC(c1cc(Cl)c2cccnc2c1O)C(C)C (stereo not drawn)
    4.8 | -2.9 | 12.8 | -1.0 | -2.1 | -1.2 | -0.2 | -6.1 | -0.7 | -3.2 | -1.9
- COc1cc(OC)c(NC(=O)c2sc3ncn(CC(=O)N4CCN(c5ccccn5)CC4)c(=O)c3c2C)cc1Cl
    -1.3 | 8.6 | -3.6 | -1.5 | -2.8 | 2.2 | 3.8 | 0.8 | 0.7 | 2.5 | -0.9
- COC(=O)c1ccc(N2CCN(S(=O)(=O)c3ccc(C)cc3)CC2)c([N+](=O)[O-])c1
    1.6 | -0.8 | 2.6 | -0.9 | -3.0 | -1.2 | -6.3 | 0.1 | -0.8 | 0.6 | 1.0
- COc1cccc(CNC(=O)CN(C)S(=O)(=O)c2ccc3c(c2)CC(C)N3C(C)=O)c1 (stereo not drawn)
    -1.9 | -0.8 | -7.9 | -1.9 | -0.6 | 0.0 | -1.6 | 0.6 | 0.3 | 2.0 | 2.1
- CC1O[C@@H]2O[C@](O[C@H](C)CC[C@@H](C)O)(c3ccccc3)O[C@@H]2C[C@H]1O (stereo partly drawn)
    -1.3 | -1.9 | -5.1 | -1.2 | 1.5 | -0.5 | 3.2 | 1.6 | 1.8 | 0.0 | 0.7
- CC(=O)Nc1ccc(Nc2c3ccccc3nc3ccccc23)cc1
    -146.5 | -13.7 | -446.3 | -0.5 | 8.6* | 0.9 | -4.5 | -10.6 | -3.9 | -3.3 | -3.4
- O=C(COC(=O)c1cc(=O)c2ccccc2o1)NCc1ccc(Cl)cc1
    -5.6 | 3.7 | -17.8 | -0.5 | -4.5 | -0.1 | -2.5 | 3.4 | 0.8 | 1.5 | -0.5
- COC(=O)COn1c(SC(C)C)nc2ccccc2c1=O
    -0.9 | -1.0 | -5.9 | -1.8 | -0.2 | -1.3 | 6.2 | 4.5 | 1.0 | 0.5 | -0.2
- CCN(CC)CC(=O)Nc1cccc2c1C(=O)c1ccccc1C2=O
    0.5 | -2.8 | -3.9 | -1.6 | -2.0 | 0.5 | 4.0 | 1.9 | -0.4 | 1.6 | -0.5
- COc1ccccc1-c1noc(CCC(=O)Nc2cccnc2)n1
    -1.5 | -0.3 | -4.5 | -0.9 | -1.8 | -0.5 | -0.2 | -1.7 | -0.9 | 0.3 | -1.1

7 structures from above, sorted by molecular weight, highest first:
The line under a structure holds: ADAM17 inh | PG9 binder | ADAM10 inh | ssDAF-12 act | SMARCA2 activ | hcDAF12 agonist | NPR1 activator | hgDAF-12 ag | DAX1 inh-1 | GAA850 FXN act | DAX1 inh-2
- COc1cc(OC)c(NC(=O)c2sc3ncn(CC(=O)N4CCN(c5ccccn5)CC4)c(=O)c3c2C)cc1Cl
    -1.3 | 8.6 | -3.6 | -1.5 | -2.8 | 2.2 | 3.8 | 0.8 | 0.7 | 2.5 | -0.9
- COc1cccc(CNC(=O)CN(C)S(=O)(=O)c2ccc3c(c2)CC(C)N3C(C)=O)c1 (stereo not drawn)
    -1.9 | -0.8 | -7.9 | -1.9 | -0.6 | 0.0 | -1.6 | 0.6 | 0.3 | 2.0 | 2.1
- COC(=O)c1ccc(N2CCN(S(=O)(=O)c3ccc(C)cc3)CC2)c([N+](=O)[O-])c1
    1.6 | -0.8 | 2.6 | -0.9 | -3.0 | -1.2 | -6.3 | 0.1 | -0.8 | 0.6 | 1.0
- CCN(CC)CC(=O)Nc1cccc2c1C(=O)c1ccccc1C2=O
    0.5 | -2.8 | -3.9 | -1.6 | -2.0 | 0.5 | 4.0 | 1.9 | -0.4 | 1.6 | -0.5
- CC(=O)Nc1ccc(Nc2c3ccccc3nc3ccccc23)cc1
    -146.5 | -13.7 | -446.3 | -0.5 | 8.6* | 0.9 | -4.5 | -10.6 | -3.9 | -3.3 | -3.4
- COC(=O)COn1c(SC(C)C)nc2ccccc2c1=O
    -0.9 | -1.0 | -5.9 | -1.8 | -0.2 | -1.3 | 6.2 | 4.5 | 1.0 | 0.5 | -0.2
- CCC(=O)NC(c1cc(Cl)c2cccnc2c1O)C(C)C (stereo not drawn)
    4.8 | -2.9 | 12.8 | -1.0 | -2.1 | -1.2 | -0.2 | -6.1 | -0.7 | -3.2 | -1.9
